Screens (PubChem BioAssay)
CHT block: human CHT choline transport inhibition | AID 488975 | CHT-expressing cells, membrane potential dye, choline response; stronger effect = lower value | Q9GZV3 | 0.86% of 310,000 active | B-score at 10 µM;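 active = B-score over 3 SD under the library average, and starting fluorescence ratio not unusually high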;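 note: choline stimulus applied at its EC90 after an EC20 pre-addition; B-score computed on integrated fluorescence ratio after choline addition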
Target sequence (Q9GZV3 whole entry, looked up): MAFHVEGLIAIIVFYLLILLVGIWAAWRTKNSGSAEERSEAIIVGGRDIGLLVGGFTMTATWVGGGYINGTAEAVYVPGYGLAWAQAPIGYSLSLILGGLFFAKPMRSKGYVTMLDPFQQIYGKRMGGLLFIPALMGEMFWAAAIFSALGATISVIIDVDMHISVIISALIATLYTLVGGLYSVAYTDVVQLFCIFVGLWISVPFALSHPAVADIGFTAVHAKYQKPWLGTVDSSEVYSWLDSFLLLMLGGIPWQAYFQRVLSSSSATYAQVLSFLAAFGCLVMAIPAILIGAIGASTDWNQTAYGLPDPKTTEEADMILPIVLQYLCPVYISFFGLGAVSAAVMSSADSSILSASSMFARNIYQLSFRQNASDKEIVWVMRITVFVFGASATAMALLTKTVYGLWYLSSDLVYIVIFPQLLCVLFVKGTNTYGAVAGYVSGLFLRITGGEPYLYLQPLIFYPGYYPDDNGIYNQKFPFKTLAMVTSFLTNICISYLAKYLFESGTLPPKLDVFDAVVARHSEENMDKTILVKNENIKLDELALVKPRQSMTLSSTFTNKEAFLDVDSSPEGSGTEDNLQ
CHT allo act: allosteric activators of human choline transporter CHT; 0.49% of 310,000 active; B-score at 10 µM; AID 488977; CHT-expressing cells, membrane potential dye, choline EC20; stronger effect = higher value; LV-AA mutant CHT in HEK293 cells; Q9GZV3;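 active = initial fluorescence not abnormally high and integrated response B-score, plate-corrected, over 3 SD above library mean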
Numbers without * were called inactive; i = inactive.

Start of the listing, in advance (two entries):
Values run as follows: CHT allo act | CHT block
COc1ccccc1N(C1=NCCCS1)S(=O)(=O)c1ccc(C(C)(C)C)cc1
→ i | i
COc1cccc(CN2CCC(C(=O)N3CCN(Cc4ccc5c(c4)OCO5)CC3)CC2)c1
→ i | i

All compounds of this part (from the top)
Values run as follows: CHT allo act | CHT block
COc1ccccc1N(C1=NCCCS1)S(=O)(=O)c1ccc(C(C)(C)C)cc1
→ i | i
COc1cccc(CN2CCC(C(=O)N3CCN(Cc4ccc5c(c4)OCO5)CC3)CC2)c1
→ i | i
Cc1cc(Nc2ccccc2O)c2ccccc2n1
→ 6.66* | i
CCCCC(NC(=O)CCc1c(C)c2cc3c4c(oc3c(C)c2oc1=O)CCCC4)C(=O)O (stereo unspecified)
→ i | i
Cc1cc(C)cc(N(C(=O)c2ccccn2)C(C(=O)NC2CCCCC2)c2cccs2)c1 (stereo unspecified)
→ i | i
Cc1cc(N/N=C/c2ccccc2)nc(N2CCOCC2)n1
→ i | i
Cc1cccc(C)c1Nc1nnc(SCC(=O)c2ccc3c(c2)NC(=O)CO3)s1
→ i | i
Cc1ccc(N2C(=O)C3C4C=CC(CC4)C3C2=O)cc1Br (stereo unspecified)
→ i | i
CCOC(=O)c1c(C)[nH]c(C)c1C(=O)COC(=O)CCOc1ccccc1OC
→ i | i
COc1ccc(CN(Cc2cc3cc(C)ccc3[nH]c2=O)C(=O)N(C)C)cc1
→ i | i

More entries:
Values run as follows: CHT allo act | CHT block
COc1ccc(-n2nc3c(c2NC(=O)c2ccc4c(c2)OCO4)CS(=O)(=O)C3)cc1
→ i | i
C=CCn1cc(C(=O)c2cc(Br)ccc2O)cc(C#N)c1=O
→ i | i
COc1cc(CN2CCCC(CO)(Cc3cccc(Cl)c3)C2)cc(OC)c1O (stereo unspecified)
→ i | i
COc1ccc(CNC(=O)CSc2nnc(NC(=O)c3ccccc3F)s2)cc1
→ i | i
Cc1ccc(C)c(OCc2nnc(NC(=O)c3ccco3)s2)c1
→ i | i
CCc1ccc(CN(C)C(=O)c2ccc3c(c2)OCCO3)cc1
→ i | i
O=C(O)CCC(=O)N1CCC(C(=O)c2cccc(Cl)c2)CC1
→ i | i
CCc1nnc(NS(=O)(=O)c2ccc(NC(=O)OC)cc2)s1
→ i | i
O=C(CSc1nn(-c2ccc(F)cc2)c(=S)s1)NC1CCS(=O)(=O)C1 (stereo unspecified)
→ i | i
N#CC(=C1CCCC1)c1nc(-c2cc3ccccc3oc2=O)cs1
→ i | i

Later entries
Values run as follows: CHT allo act | CHT block
O=C(c1ccc2c(c1)OCO2)N1CCN(c2ccccc2F)CC1
→ i | i
CC1(C)C(=O)OC(C(=O)c2ccccc2)C2(CCCCC2)C1=O (stereo unspecified)
→ i | i
CCOc1ccc2c(c1)OC(c1ccccc1)(C(F)(F)F)NC2=O (stereo unspecified)
→ i | i
COc1ccc(S(=O)(=O)NC(C)C(=O)N2CCCC2)cc1Cl (stereo unspecified)
→ i | i
O=C(Nc1ncccc1O)C1CCN(S(=O)(=O)c2ccc3ccccc3c2)CC1
→ i | i
COc1cc(Cl)cc(C(=O)O)c1OCC(=O)O
→ i | i
Cc1ccc(CC(CC(=O)O)C(=O)NC2CCCCC2)cc1 (stereo unspecified)
→ i | i
CCOC(=O)c1ccc(Oc2nc(SC)nc(N(C)C)n2)cc1
→ i | i
COc1ccc(CCNC(=O)c2cn(C)c3ccc(S(=O)(=O)N4CCOCC4)cc3c2=O)cc1OC
→ i | i
CCn1c(SCc2c(F)cccc2Cl)nnc1-c1ccco1
→ i | i

More entries follow:
Values run as follows: CHT allo act | CHT block
CCOC(=O)c1cnc(Cc2ccccc2)[nH]c1=O
→ i | i
O=S(=O)(Nc1ccc2c(c1)nc1n2CCOC1)c1ccccc1
→ i | i
COC(=O)/C(C#N)=C/c1cc(C)sc1C
→ i | i
O=C(Nc1cc2c3c(c1)C1CCCC1CN3CC1CCCC21)c1ccccc1 (stereo unspecified)
→ i | i
CC1CCCN(CC(O)COc2ccc(Cl)cc2)C1 (stereo unspecified)
→ i | i
CCN1C(=O)c2cccc3c(NC(=O)c4cccc(N5C(=O)CCC5=O)c4)ccc1c23
→ i | i
COc1cc(OC)c(C2=NOC(C(=O)NCc3cccs3)C2)cc1Cl (stereo unspecified)
→ i | i
Cn1c2ccccc2c2cnn(CC(=O)NCCCN3CCN(c4ccccc4F)CC3)c(=O)c21
→ i | -5.49*
CCOc1ccc(OCC(O)CN2CCN(S(=O)(=O)c3cccc(C(F)(F)F)c3)CC2)cc1 (stereo unspecified)
→ i | i
OC(COCc1ccccc1)CN1CCc2ccccc2C1 (stereo unspecified)
→ i | i

Looked up by compound from the list above:
Values run as follows: CHT allo act | CHT block
CCOc1ccc(OCC(O)CN2CCN(S(=O)(=O)c3cccc(C(F)(F)F)c3)CC2)cc1 (stereo unspecified)
→ i | i
CCOC(=O)c1cnc(Cc2ccccc2)[nH]c1=O
→ i | i
COC(=O)/C(C#N)=C/c1cc(C)sc1C
→ i | i

Carrying on.
Values run as follows: CHT allo act | CHT block
Cn1ccc(=NC=C(C#N)C#N)c2ccccc21
→ i | i
O=C(COc1ccc(S(=O)(=O)N2CCCCC2)cc1)N1CCCC1
→ i | i
COc1ccc(-n2nc3cc(C)c(N)c(Br)c3n2)cc1
→ i | i
CCOC(=O)N1CCN(CC(O)COc2ccccc2C(C)(C)C)CC1 (stereo unspecified)
→ i | i
Cc1ccc(/C=N\NC(=O)c2cc([N+](=O)[O-])cc([N+](=O)[O-])c2)o1
→ i | i
COc1ccc(N2CCN(C(=O)c3ccc(NS(=O)(=O)c4cccc(F)c4)cc3)CC2)cc1
→ i | i
Brc1ccc(-c2c[n+]3c(n2-c2ccccc2)SCC3)cc1
→ i | i
COc1ccc(/C=N/NC(=O)c2ccn[nH]2)cc1CSc1ccccn1
→ i | i
Fc1ccc(C2CC(c3cccs3)=NN2C(=S)Nc2ccccc2)cc1 (stereo unspecified)
→ i | i
O=C(CCNC(=O)c1ccc(Br)o1)NCc1ccccc1Cl
→ i | i

Additional results
Values run as follows: CHT allo act | CHT block
CC(C)n1c(=O)n(CC(=O)NCC2CCCO2)c(=O)c2c3c(sc21)COC(C)(C)C3 (stereo unspecified)
→ i | i
O=c1[nH]c2ccccc2n1CCCN1CCCCC1
→ i | i
COc1ccc(NC(=O)c2cn(-c3ccccc3)nc2-c2cc3ccccc3o2)cc1
→ i | i
COc1cccc(C2(c3cccc(OC)c3)CC2C(=O)Nc2ccc(F)cc2)c1 (stereo unspecified)
→ i | i
CCc1cccc(NC(=O)CN(c2ccc(C)cc2)S(=O)(=O)c2c(C)noc2C)c1
→ i | i
Cc1cccc(OCCC(=O)OCC(=O)Nc2c(C)nn(-c3ccccc3)c2C)c1
→ i | i
CC(=O)Nc1ccc(NC(=O)C(C)OC(=O)c2ccc(N(C)C)cc2)cc1 (stereo unspecified)
→ i | i
CCOC(=O)N1CCC(N(CCN(C)C)C(=S)Nc2cc(Cl)ccc2C)CC1
→ i | i
COC(CNC(=O)c1ccc2nc(-c3cccs3)c(-c3cccs3)nc2c1)OC
→ i | i
O=C(c1ccco1)N(Cc1ccc([N+](=O)[O-])cc1)c1ccc(Cl)cc1
→ i | i

Later entries:
Values run as follows: CHT allo act | CHT block
O=C1c2ccccc2S(=O)(=O)c2cc(C(=O)N3CCC(O)CC3)ccc21
→ i | i
COc1ccc2oc(=O)c(C(=O)N3CCc4ccccc43)cc2c1
→ i | i
COC(=O)c1ccc(/C=N/NS(=O)(=O)c2cc(C)ccc2C)cc1
→ i | i
CN1CCN(C(=O)c2ccc3c(=O)n4c(nc3c2)CCCCC4)CC1
→ i | i
CC(C)COc1ccc(S(=O)(=O)n2cc(F)c(=O)[nH]c2=O)cc1
→ i | i
Cc1nn(CC(=O)O)c(C)c1NC(=O)c1cccs1
→ i | i
Cc1noc(C(=O)NCc2cccnc2)c1Cl
→ i | i
CCN1CCN(c2ccc(NC(=O)COc3ccc([N+](=O)[O-])cc3)cc2)CC1
→ i | i
CC(=O)SCC(=O)N=c1sc2cc(F)ccc2n1C
→ i | i
O=S(=O)(c1cccc(Cl)c1)N1CCCC1
→ i | i

Next records follow.
Values run as follows: CHT allo act | CHT block
CCC(C)(C)n1nnnc1C(c1ccc(C)cc1)N1CCN(C(=O)c2ccco2)CC1 (stereo unspecified)
→ i | i
FC(F)Oc1ccc(N=C2SCC3CCCCN23)cc1 (stereo unspecified)
→ i | i
COc1ccc(-c2nc3c(s2)CCc2onc(-c4ccc(OC)cc4)c2-3)cc1
→ i | i
CCOc1ccc(NC(=O)CCSc2ccc(C)cc2)cc1
→ i | i
CCOC(=O)C(C(=O)Nc1ccc(C)cc1)C1CCCCC1 (stereo unspecified)
→ i | i
CCOC(=O)N1CCN(Cc2cc(=O)oc3ccc4ccccc4c23)CC1
→ i | i
O=C(COc1ccc(F)cc1)Nc1cc(Cl)ccc1-n1cncn1
→ i | i
O=C(c1ccc2c(=O)n(Cc3ccc(Cl)cc3)c(=S)[nH]c2c1)N1CCCC1
→ i | i
CCCCN1C(=O)NC(c2ccc(OC)cc2)C(C(=O)OCc2ccccc2)=C1C (stereo unspecified)
→ i | i
O=C(NC(=S)NCCc1ccccc1)C1CCCCC1
→ i | i

One compound at a time, from the list above:
COc1ccc(-c2nc3c(s2)CCc2onc(-c4ccc(OC)cc4)c2-3)cc1 in the list: CHT allo act: i; CHT block: i
CCOc1ccc(NC(=O)CCSc2ccc(C)cc2)cc1 in the list: CHT allo act: i; CHT block: i

Continuation.
Values run as follows: CHT allo act | CHT block
Nc1nc(NC(=O)c2ccc(F)cc2)ns1
→ i | i
C=CCNC(=S)NNC(=O)COc1cccc(Cl)c1
→ i | i
CCOC(=O)Cn1cc(/C=N/NC(=O)c2ccc(C#N)cc2F)c2ccccc21
→ i | i
CCN1CCc2c(sc(NC(=O)c3ccc(S(=O)(=O)N(C)c4ccccc4)cc3)c2C(=O)NC)C1
→ i | i
CC1CCC(NC(=O)c2nc(Cn3ccc([N+](=O)[O-])n3)no2)CC1 (stereo unspecified)
→ i | i
O=C(O)c1cc(-c2ccc3c(c2)OCO3)nc2ccccc12
→ i | i
COC(=O)c1oc2ccccc2c1NC(=O)CN1CCCC1
→ i | i
COc1ccccc1NC(=O)c1c[nH]c2ccccc12
→ i | i
CN(C)C(=O)c1ccc(NC(=O)c2cc(-n3cnnc3)ccc2Cl)cc1
→ i | i
O=C(Nc1ccc(S(=O)(=O)Nc2ncccn2)cc1)C1CC(=O)N(c2ccc(Cl)cc2)C1 (stereo unspecified)
→ i | i

The list continues:
Values run as follows: CHT allo act | CHT block
Fc1cccc(Cl)c1CSC1=NCCS1
→ i | i
Clc1ccccc1Nc1nc(-c2cccnc2)cs1
→ i | i
CCCOc1ccc(-c2c(=O)n(OCc3ccc([N+](=O)[O-])cc3)c3ccccc3[n+]2[O-])cc1
→ i | i
Cc1sc2nc(CSc3ccccc3)nc(N3CCN(C)CC3)c2c1C
→ i | i
O=C(NCC1CCCO1)C1CCCN(Cc2cnn(-c3ccccc3)c2-n2cccc2)C1 (stereo unspecified)
→ i | i
CCN(CC)CCCNC(=S)N(CCO)Cc1cc2cc3c(cc2[nH]c1=O)OCO3
→ i | i
COc1ccc(C(=O)Nc2ccccc2C(=O)N2CCOCC2)cc1OC
→ i | i
N#Cc1c(-c2cccc(Cl)c2)[nH]c(=S)[nH]c1=O
→ i | i
COc1cc(/C=N/n2nnnc2N)ccc1O
→ i | i
CCN1CCN(CC(=O)Nc2cccc(C)c2)C(=O)C1=O
→ i | i

(cont.)
Values run as follows: CHT allo act | CHT block
Cc1cc([N+](=O)[O-])ccc1NC(=S)NC(=O)C(c1ccccc1)c1ccccc1
→ i | i
O=C1c2ccccc2C(O)N1c1ccccc1 (stereo unspecified)
→ i | i
Cc1sc2ncnc(NCc3cccs3)c2c1C
→ i | i
CCN1CCN(C(=O)CN(C)S(=O)(=O)c2ccc3ccccc3c2)CC1
→ i | i
CCC(=O)CCC(=O)c1ccc2ccccc2c1
→ i | i
Cc1nc2ccc(C(=O)c3ccccc3)cc2[nH]1
→ i | i
CCCCOc1ccc(-c2cc(C(F)(F)F)c(C#N)c(SCC(=O)O)n2)cc1
→ i | i
O=C(O)CNC(=S)N(Cc1ccc(F)cc1)C1CCCCC1
→ i | i
CCS(=O)(=O)c1ccc(-c2csc(-c3ccccc3Cl)n2)c(Cl)c1Cl
→ i | i
Cc1ccc(S(=O)(=O)NNC(=O)C2COc3ccccc3O2)cc1 (stereo unspecified)
→ i | i

Sorted by heavy-atom count (smallest number first): three of the compounds above.
Values run as follows: CHT allo act | CHT block
Cc1sc2ncnc(NCc3cccs3)c2c1C
→ i | i
Cc1ccc(S(=O)(=O)NNC(=O)C2COc3ccccc3O2)cc1 (stereo unspecified)
→ i | i
CCN1CCN(C(=O)CN(C)S(=O)(=O)c2ccc3ccccc3c2)CC1
→ i | i

(list continues)
Values run as follows: CHT allo act | CHT block
O=C(O)CCN1C(=O)/C(=C\c2cccc(Oc3ccccc3)c2)SC1=S
→ i | i
Cc1cc(NC(=S)Nc2ccccc2)ccc1Br
→ i | i
CCOC(=O)c1nn(-c2ccc(Cl)cc2)cc1O
→ i | i
O=C(CN1C(=O)CSc2ccc(S(=O)(=O)N3CCCCC3)cc21)NCc1ccccc1
→ i | i
Cc1ccc(CS(=O)(=O)CCC(=O)NCc2ccc(F)cc2)cc1
→ i | i
COc1cc(C2C(C(=O)C(C)(C)C)=C(O)C(=O)N2Cc2ccccc2)ccc1O (stereo unspecified)
→ i | i
O=C(COC(=O)c1cc(-c2cccs2)nc2ccccc12)NCc1ccco1
→ i | i
CCCCOc1[nH]c2nc(-c3ccco3)n(Cc3ccco3)c(=N)c2c1C#N
→ i | i
O=c1cccccc1NN=C1CCCCCC1
→ i | i
COc1ccc(CNC(=O)CCNS(=O)(=O)c2cc(Br)cnc2N)cc1
→ i | i
Nc1cc(N)nc(SCC(=O)NCCC2=CCCCC2)n1
→ i | i
Cc1[nH]n(-c2ccccc2)c(=O)c1C(c1ccc(C(=O)O)cc1)c1c(C)[nH]n(-c2ccccc2)c1=O
→ i | i
